PI4K2A inh – inhibitors of human PI4K2A; AID 1346378; purified PI4K2A, ADP-Glo luminescence, 1 h; stronger effect = lower value; 0.13% of 420,000 active; Q9BTU6; activity change, negative = inhibition, % at 76.9 µM; in the data active means activity change below about -50%; inconclusive means mostly about -30% to -49%;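 further: -100% = wells without enzyme as full effect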
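Compounds are screened against recombinant PI4K2A using PI as substrate and ATP, the latter dispensed at 300 microM. Reactions run one hour at ambient temperature before ADP-Glo detection; full inhibition defined by wells lacking enzyme.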
GLS inhibitor – inhibitors of human glutaminase (GLS) | Potency, µM (doses to about 45.5 µM), inactives show top-dose activity change, negative = inhibition, most hits filed as inhibitors | AID 624170 | O94925 | GLS enzymatic activity, qHTS titration | 0.21% of 410,000 active; active means well fitted inhibition curve with a large enough effect; inconclusive means small, poorly fitted or top-dose-only effect, or another doubt; inactive means no such curve, though single readings can be large or run the other way; further: potency means the concentration at half of the fitted maximal effect
Target sequence (O94925 whole entry, looked up): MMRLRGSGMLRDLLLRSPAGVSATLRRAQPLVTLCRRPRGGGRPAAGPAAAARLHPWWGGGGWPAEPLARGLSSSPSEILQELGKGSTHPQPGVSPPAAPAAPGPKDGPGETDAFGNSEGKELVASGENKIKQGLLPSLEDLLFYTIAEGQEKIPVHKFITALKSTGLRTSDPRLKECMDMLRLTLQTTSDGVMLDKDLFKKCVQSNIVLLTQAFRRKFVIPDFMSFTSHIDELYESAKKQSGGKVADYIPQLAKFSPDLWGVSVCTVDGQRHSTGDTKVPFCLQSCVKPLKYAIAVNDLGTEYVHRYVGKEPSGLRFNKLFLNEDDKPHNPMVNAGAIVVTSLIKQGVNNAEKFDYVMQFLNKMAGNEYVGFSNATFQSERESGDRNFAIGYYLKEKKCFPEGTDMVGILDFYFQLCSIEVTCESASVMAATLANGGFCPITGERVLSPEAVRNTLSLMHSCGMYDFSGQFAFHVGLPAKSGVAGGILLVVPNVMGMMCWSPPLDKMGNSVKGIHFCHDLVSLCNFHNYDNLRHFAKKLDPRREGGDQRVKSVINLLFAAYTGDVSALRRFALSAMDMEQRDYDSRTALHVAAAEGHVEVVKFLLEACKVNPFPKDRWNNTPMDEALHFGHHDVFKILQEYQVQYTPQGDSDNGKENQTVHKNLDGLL
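Coupled fluorescence readout: glutamate oxidase/HRP/Amplex Red detect glutamate formed by hKGA from L-glutamine (1 mM solution added). Buffer 45 mM KH2PO4 pH 8.2, 0.02% Tween-20; reads at t0 and 30 min RT.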
Active calls of the source: *; ? = inconclusive; [ ] = dose if it differs, or a comment. Unless noted, on the % scale 0 is the no-effect control and ±100 the full control effect. An excerpt; count on the stated rates, not on these rows.

PI4K2A inh	GLS inhibitor	SMILES
-5.5	-1.8%	CCCNC(=O)c1cc(C2CCCN(C(=O)c3ccc4ccccc4c3)C2)on1 (stereo not drawn)
2.5	2.4%	COc1ccc(NC(=O)c2cc(C3CCCCN3C(=O)c3ccc(Cl)cc3)on2)c(C)c1 (stereo not drawn)
-1.2	6.6%	CCCCCCn1cc(CN2CC(N3CCSCC3)CS2(=O)=O)nn1 (stereo not drawn)
23.2	-0.1%	CC(C)(C)NC(=O)C1c2ccccc2OCC(=O)N1Cc1cccnc1 (stereo not drawn)
-1.6	3.7%	CC(=O)c1ccc2c(c1)N(Cc1ccc3ccccc3c1)C(=O)C(C)S2 (stereo not drawn)
2.8	16.5%	CCCCn1nnnc1C(c1ccccc1)N1CCN(c2ccccc2)CC1 (stereo not drawn)
-0.9	-6.7%	O=C(NCc1ccccc1)c1cc(C2COCCN2C(=O)c2cccs2)on1 (stereo not drawn)
5.3	-6.5%	CCCS(=O)(=O)NC(=O)C1(C)CCN(C(=O)c2c(F)cccc2F)C1 (stereo not drawn)
5.7	1.2%	COC(=O)[C@]12CCCCC=C1N(Cc1ccccc1)C(=O)[C@H](CC(=O)N1CCSCC1)C2
-3.1	21.9%	CN(Cc1ccco1)C(=O)CC[C@H]1O[C@@H](n2ccc(=O)[nH]c2=O)[C@H](O)[C@@H]1O
-5.5	-1.8%	CC1(C(=O)NS(=O)(=O)c2ccc(Br)cc2)CCN1C(=O)CC1CCCCC1 (stereo not drawn)
0.0	4.8%	CC(C)NC(=O)C1(C)CCN1C(=O)C1(c2ccccc2)CCCC1 (stereo not drawn)
2.7	-2.3%	COC(=O)[C@]12CCCCC=C1N(CCC1=CCCCC1)C(=O)[C@H](CC(=O)NCc1ccc(C)o1)C2
1.3	-19.9%	Cc1ccc(S(=O)(=O)N2[C@H](c3ccc(Cl)cc3)CC(=O)[C@@H]3CN(S(=O)(=O)c4ccccc4C)[C@H](c4ccc(Cl)cc4)C[C@@H]32)cc1
1.6	1.1%	CCOC(=O)C1(C)CCCCCN1C(=O)c1ccc(OC)c(C(F)(F)F)c1 (stereo not drawn)
0.0	2.4%	COc1ccccc1CNc1nc(NCCOc2ccccc2Cl)c2sccc2n1
8.3	6.3%	COC(=O)c1ccc(CN2C(=O)C(Cc3ccccc3)ON=C2c2ncccc2C)o1 (stereo not drawn)
0.7	-6.9%	CC(=O)Nc1ccc(CNc2nc(NCC3CC3)nc3ccsc23)cc1
-63.6*	35.8%[activator]	CN(C)c1ccc(-c2[nH][nH]c(=O)c2NC(=O)c2ccccn2)cc1
1.2	0.4%	CCOC(=O)C1(C)CCCN1C(=O)c1ccccc1F (stereo not drawn)
-5.0	12.4%	CC(C)C[C@H]1CN([C@@H](CC(C)C)CN2CCC[C@H]2CN2C(=O)C(=O)NC[C@@H]2Cc2ccc(O)cc2)C(=O)C(=O)N1CCc1ccccc1
-7.6	-2.5%	Cc1ccc(-c2cc(NC=O)c3ncc(-c4cccc(C(=O)N(C)C)c4)n3c2)cc1
-5.6	-0.8%	N#Cc1ccc(S(=O)(=O)N2CCCCC2c2cc(C(=O)NCc3cccnc3)no2)cc1 (stereo not drawn)
86.0	-13.1%	COCCNC(=O)c1cccc2c(-c3cccc(C(N)=O)c3)coc12
1.7	-1.3%	O=C(Nc1nnc([C@@H]2C[C@H](O)[C@@H](CO)O2)s1)c1cccc(C(F)(F)F)c1
4.5	0.6%	Cc1cccc(C)c1-n1nnnc1C1(C)CCC(=O)N1CCc1ccccc1F (stereo not drawn)
-1.2	-5.6%	CCCCOCCCNC(=O)C[C@@H]1C[C@@]2(C(=O)OCC)CCC=C2N(Cc2ccco2)C1=O
-2.5	-16.1%	c1ccc2sc(-n3cc(C4CCCCC4)nn3)nc2c1
4.0	3.5%	CC(=O)OC[C@@H]1CN(Cc2ccccc2)C[C@H](n2cnc3c(N4CCN(c5ccccc5)CC4)ncnc32)O1
-3.4	-1.4%	CC(C)C[C@H]1COc2cc(N3CCN(Cc4ccccc4F)CC3)ccc2S(=O)(=O)N1
0.7	-12.1%	COC(=O)[C@H](CC(C)C)NC(=O)/C=C/[C@H]1O[C@@H](n2cc(C)c(=O)[nH]c2=O)C[C@@H]1O
0.1	-3.5%	COc1cc(CNC(=O)c2cc(-c3cc(F)ccc3OC(C)C)n[nH]2)cc(OC)c1
-3.3	3.7%	CC(C)C[C@H]1CNC(=O)C(=O)N1C[C@H]1CCCN1C[C@H](Cc1ccc(O)cc1)N1C[C@H](CC(C)C)N(CC2CCCCCC2)C(=O)C1=O
-2.9	0.2%	O=C(Nc1cccc(OC(F)(F)F)c1)[C@@H]1O[C@H](CO)[C@H](O)[C@H](O)[C@H]1O
0.1	-12.3%	Cc1ccc(F)cc1C(=O)N1CCCC1(C)C(=O)NCC(C)C (stereo not drawn)
-0.5	-2.0%	CCCCn1nnnc1C1(C)CCC(=O)N1CCc1ccc(OC)c(OC)c1 (stereo not drawn)
2.0	-3.7%	COCCNC(=O)C1CCCN(C(=O)c2ccnc(Cl)c2)CC1 (stereo not drawn)
-0.3	-1.8%	O=C(NCc1cccnc1)c1cc(C2CCCCN2C(=O)OCCF)on1 (stereo not drawn)
-2.8	3.8%	Cc1cc2oc(=O)cc(CN(C)Cc3ccccc3)c2cc1C
-4.0	5.9%	O=C1c2ccccc2C(c2nnnn2-c2ccc3c(c2)OCCO3)N1CCc1ccccc1F (stereo not drawn)

Exported field by field: part of the list above.
CC(C)(C)NC(=O)C1c2ccccc2OCC(=O)N1Cc1cccnc1 (stereo not drawn)
- PI4K2A inh: 23.2
- GLS inhibitor: -0.1%
CC(=O)c1ccc2c(c1)N(Cc1ccc3ccccc3c1)C(=O)C(C)S2 (stereo not drawn)
- PI4K2A inh: -1.6
- GLS inhibitor: 3.7%
CCCCn1nnnc1C(c1ccccc1)N1CCN(c2ccccc2)CC1 (stereo not drawn)
- PI4K2A inh: 2.8
- GLS inhibitor: 16.5%
O=C(NCc1ccccc1)c1cc(C2COCCN2C(=O)c2cccs2)on1 (stereo not drawn)
- PI4K2A inh: -0.9
- GLS inhibitor: -6.7%

Following part
PI4K2A inh	GLS inhibitor	SMILES
-4.3	-3.2%	Cc1ccccc1-c1csc(C(C)(O)c2ccc(F)c(F)c2)n1 (stereo not drawn)
-10.1	-10.6%	COc1ccccc1CC1(C)C(=O)Nc2ccc(OC(F)(F)F)cc21 (stereo not drawn)
-1.6	1.1%	CCNC(=O)C1(C)CCN(C(=O)c2ccc(OC)c(OC)c2)C1 (stereo not drawn)
-11.5	10.1%	CCCNC(=O)C1(C)CCN(Cc2ccc(-n3ccnc3)cc2)C1 (stereo not drawn)
-14.4	1.6%	CC(=O)Nc1cc(-c2ccc(N(C)C)cc2)cn2c(-c3ccc(F)c(Cl)c3)cnc12
-3.1	-0.2%	O=C1NC[C@H](CCCCN2C[C@H](Cc3ccccc3)N(CCC3CCCCC3)C(=O)C2=O)N(CC2CCCCC2)C1=O
-1.3	-13.2%	Cc1cc(NC(=O)CS(=O)(=O)c2cn(Cc3cccc(C(F)(F)F)c3)c3ccccc23)no1
-4.1	3.4%	CCc1nc2c(OCc3ccc(C(=O)N(C)C)cc3)cccn2c1N(C)C(=O)c1ccc(C)cc1
-10.9	-3.4%	CCCCC1Cc2[nH][nH]c(=O)c2C(c2ccc(F)cc2)O1 (stereo not drawn)
0.1	-0.3%	N#Cc1cccc(NC(=O)c2cc(C3CCCCN3C(=O)c3ccccn3)on2)c1 (stereo not drawn)
-0.5	0.0%	CCCCC[C@H](C)N1C[C@@H](COCc2ccccc2)Oc2cc(N3CCC[C@H]3CO)ccc2S1(=O)=O
-1.2	-13.5%	CC(=O)c1cccc(-c2cnc3c(NC=O)cc(-c4ccc(F)cc4)cn23)c1
6.3	2.0%	CC1(C(=O)Nc2ccc3c(c2)OCCO3)CCN1Cc1ccccc1OC(F)F (stereo not drawn)
-0.6	?	COc1cc2oc(=O)cc(CN3CCN(c4ccccc4F)CC3)c2cc1Cl
-20.7	2.0%	Cc1cc(C)cc(Cn2cc(CN3CC(N4CCN(CCN(C)C)CC4)CS3(=O)=O)nn2)c1 (stereo not drawn)
-7.4	4.6%	Cn1cc(-c2coc3c(C(=O)NCc4cccc(Cl)c4)cccc23)cn1
-0.8	6.4%	CCOC(=O)C1=CCN(S(=O)(=O)c2ccc(Br)cc2)C1c1ccc(C)cc1 (stereo not drawn)
-2.5	4.1%	COc1ccc(Cl)c(-c2cc(C(=O)NC(C)C)[nH]n2)c1
-7.2	-55.7%	COc1ccc(-c2cnc3c(NC=O)cc(-c4ccc(C(=O)N5CCOCC5)cc4)cn23)cc1OC
1.1	20.2%	CC(C)(C(=O)N1CCC1(C)C(=O)NS(=O)(=O)c1ccccc1Cl)c1ccccc1 (stereo not drawn)
-11.2	4.4%	COC(=O)N1CCCCC1c1cc(C(=O)NCc2ccc(Cl)c(Cl)c2)no1 (stereo not drawn)
-4.6	-4.0%	COc1cccc(-c2cc(NC=O)c3ncc(-c4cccc(C(=O)N(C)C)c4)n3c2)c1
-0.4	-2.1%	Cc1ccccc1-c1csc(C(C)(O)c2ccccc2)n1 (stereo not drawn)
-4.4	5.9%	C/C(=N\NC(=O)C1CCCC1)c1ccc(NC(=O)C(F)(F)F)cc1
-0.3	1.9%	Cc1ccccc1[C@H](NC1c2ccccc2C=Cc2ccccc21)P(=O)(c1ccccc1)c1ccccc1
2.6	-2.2%	CCOC(=O)[C@]12CCC=C1N(CCC1=CCCCC1)C(=O)[C@H](CC(=O)N1CCCCC1)C2
-2.4	7.8%	COCCNC(=O)c1cc2c(c(-c3cccc(-c4cc5ccccc5o4)c3)n1)[C@H](CCO)N(S(=O)C(C)(C)C)C2 (stereo partly drawn)
-5.2	3.0%	CC(C)(C)n1nnnc1C(c1ccccc1)N1CCN(c2c(Cl)cncc2Cl)CC1 (stereo not drawn)
-3.5	-3.9%	Cc1cc2nc(C3CCCCC3)c(CC(C)(C)C)n2c(C)c1Br
4.7	7.2%	CCOC(=O)C1(C)CCN1C(=O)c1ccc(C#N)cc1 (stereo not drawn)
0.8	-0.3%	O=C(NCc1ccncc1)[C@@H]1CCCN1C(=O)[C@@H]1CCCN1C(=O)c1ccccc1Cl
5.5	1.8%	Cn1cnc(S(=O)(=O)N2CCCCC2c2cc(C(=O)NCc3ccc(Cl)c(Cl)c3)no2)c1 (stereo not drawn)
3.0	56.3%[activator]	CCc1nc2ccc(C(=O)NCCCN(C)C)cn2c1N(C)CCCc1ccccc1
-8.3	?	OCc1ccccc1-c1nc(NCc2ccccc2)nc2ccsc12
2.8	87.2%[activator]	CSC(=NS(=O)(=O)c1ccccc1)NNC(=O)c1c(-c2c(Cl)cccc2Cl)noc1C
-2.4	3.9%	COC(=O)[C@]12CCCCC=C1N(Cc1ccccc1)C(=O)[C@H](CC(=O)NCCC(C)C)C2
0.6	10.2%	CC1(Cc2cccc(C#N)c2)C(=O)Nc2c(Cl)cccc21 (stereo not drawn)
1.6	-0.3%	COc1ccc(S(=O)(=O)N2CCCCC2c2cc(C(=O)NC(C)C)no2)cc1 (stereo not drawn)
0.7	4.0%	CC1(c2nnnn2-c2ccc3c(c2)OCCO3)CCC(=O)N1CCCN1CCOCC1 (stereo not drawn)
0.7	7.2%	COc1cc(OC)nc(Nc2nc(C(C)N)cs2)n1 (stereo not drawn)
0.1	14.5%	Cc1noc(-c2ccccc2)c1NC(=O)Nc1ccc2nc([C@H]3C[C@H](O)[C@@H](CO)O3)[nH]c2c1
-0.5	-1.5%	CC(C)c1cc(Cn2c3ccccc3c(=O)n2C(C)C)on1
-2.9	0.7%	CC(C)Cc1ccc(CN2C(C(C)C)C(=O)N(Cc3cn(CCC4OCCO4)nn3)CCS2(=O)=O)cc1 (stereo not drawn)
0.2	11.7%	CC(=O)Nc1cccc(-c2ccnc3c2CC(C)(C(=O)NCCc2ccccc2)O3)c1 (stereo not drawn)
-1.8	-2.7%	COCCNc1nc(NCc2cccc(OC)c2)c2sc(-c3ccccc3)cc2n1
0.6	5.0%	COc1ccc(OC)c(CC(=O)Nc2ccc3c(c2)c(=O)n(C)n3Cc2cccc(C(F)(F)F)c2)c1
0.0	2.5%	Cc1noc(C)c1C(=O)N1CCCC(C)(C(=O)NS(=O)(=O)C2CC2)C1 (stereo not drawn)
-3.5	1.3%	COc1ccccc1-c1noc2c1C(=O)N(Cc1cn(Cc3ccccc3)nn1)CC2
2.7	0.0%	C=CCNc1ncnc2c1ncn2[C@H]1CN(C2CCCC2)C[C@@H](CO)O1
-4.7	-4.7%	COC(=O)Cn1c(C(=O)N2CCCC2)cc2c1C[C@H]1CN(C(=O)c3ccccc3)[C@@](Cc3ccc(OC)cc3)(C(=O)OC)[C@@H]21
-2.1	-3.7%	NC(=NCc1ccccc1)NN=Cc1ccnc2ccccc12

Copied from the listing for reference:
PI4K2A inh	GLS inhibitor	SMILES
-3.5	1.3%	COc1ccccc1-c1noc2c1C(=O)N(Cc1cn(Cc3ccccc3)nn1)CC2
2.7	0.0%	C=CCNc1ncnc2c1ncn2[C@H]1CN(C2CCCC2)C[C@@H](CO)O1
-4.7	-4.7%	COC(=O)Cn1c(C(=O)N2CCCC2)cc2c1C[C@H]1CN(C(=O)c3ccccc3)[C@@](Cc3ccc(OC)cc3)(C(=O)OC)[C@@H]21
-2.1	-3.7%	NC(=NCc1ccccc1)NN=Cc1ccnc2ccccc12

Compound activity as filed in PubChem BioAssay.
